Bioassay records deposited in PubChem BioAssay by National Center for Advancing Translational Sciences (NCATS).
TrxR1 substrate: qHTS Assay for Substrates of Mammalian Selenoprotein Thioredoxin Reductase 1 (TrxR1): qHTS; purified TrxR1 substrate turnover, NADPH consumption readout; Potency, µM (titrated, usually from 114 µM), for the others: at the highest dose activity change, negative = substrate turnover; 390,000 tested, 0.01% active; further: potency means the concentration at half of the fitted maximal effect; on the % scale 0 is the no-effect control and ±100 the full control effect; nearly all actives have a fitted effect of over 50% in size
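Rat TrxR1, dispensed at 90 nM, was prereduced with 400 uM NADPH (final) for 5 min at ~22 deg C, then incubated with compound 15 min before 400 uM selenite. A first-read NADPH fluorescence drop versus no-compound background flagged substrates.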
Tb PGK inh: qHTS Assay to Find Inhibitors of Phosphoglycerate Kinase. 380,000 tested, 0.043% active. Phosphoglycerate kinase, glycosomal (Trypanosoma brucei brucei), P07378. PGK/GAPDH coupled, Kinase-Glo luminescence, 60 min. Potency, µM (top dose mostly 57.5 µM), inactives show top-dose activity change, negative = inhibition, usual class: inhibitors. AID 602233, 2012; further: potency means the concentration at half of the fitted maximal effect; on the % scale 0 is the no-effect control and ±100 the full control effect; nearly all actives have a fitted effect of over 60% in size
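Luminescent ATP detection (Kinase-Glo Plus) follows a 60-minute room-temperature incubation, with wells lacking PGK as controls. Buffer: 100 mM TEA (pH 7.6), 5 mM MgCl2, 0.01% Tween-20. Coupling enzyme GAPDH (100 nM final) supplies unstable 1,3-BPG in-well.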
GLS inh: qHTS for Inhibitors of Glutaminase (GLS); Glutaminase kidney isoform, mitochondrial (Homo sapiens), O94925; GLS enzymatic activity, qHTS titration; Potency, µM (doses to about 45.5 µM), inactives show at the top dose activity change, negative = inhibition, actives largely listed as inhibitors; 410,000 tested, 0.21% active; further: potency means the concentration at half of the fitted maximal effect; on the % scale 0 is the no-effect control and ±100 the full control effect
Target sequence (O94925 whole entry, looked up, canonical isoform): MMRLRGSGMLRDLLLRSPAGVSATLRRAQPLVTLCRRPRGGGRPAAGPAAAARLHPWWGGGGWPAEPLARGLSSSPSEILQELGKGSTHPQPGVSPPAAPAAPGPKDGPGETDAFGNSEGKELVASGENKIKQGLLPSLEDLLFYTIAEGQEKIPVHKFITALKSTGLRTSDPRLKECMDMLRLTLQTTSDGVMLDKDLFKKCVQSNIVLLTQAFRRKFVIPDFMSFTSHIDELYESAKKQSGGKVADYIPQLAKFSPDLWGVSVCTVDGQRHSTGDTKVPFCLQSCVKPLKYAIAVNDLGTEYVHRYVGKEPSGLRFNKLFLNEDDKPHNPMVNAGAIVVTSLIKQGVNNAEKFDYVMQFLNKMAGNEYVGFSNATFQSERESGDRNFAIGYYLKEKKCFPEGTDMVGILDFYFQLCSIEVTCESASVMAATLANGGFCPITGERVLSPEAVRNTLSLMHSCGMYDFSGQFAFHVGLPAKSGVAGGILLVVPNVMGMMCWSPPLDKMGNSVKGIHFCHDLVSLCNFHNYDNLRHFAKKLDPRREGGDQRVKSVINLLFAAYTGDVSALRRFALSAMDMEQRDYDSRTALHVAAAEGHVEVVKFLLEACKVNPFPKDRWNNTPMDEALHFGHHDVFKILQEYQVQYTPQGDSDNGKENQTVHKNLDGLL
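Glutamate formation by hKGA was monitored fluorometrically using coupled glutamate oxidase, HRP and Amplex Red. Substrate was added as 1 mM L-glutamine solution; incubation was 30 min at RT after an initial read.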
HP1b chromo inh: HTS for Inhibitors of HP1-beta Chromodomain Interactions with Methylated Histone Tails | Chromobox protein homolog 1 (Homo sapiens), P83916 | AlphaScreen HP1-beta / biotin-H3K9me3 peptide binding | Potency, µM (highest dose often 114 µM), inactives show at the highest dose activity change, negative = inhibition, hits mostly inhibitors | 390,000 tested, 0.56% active; further: potency means the concentration at half of the fitted maximal effect; nearly all actives have a fitted effect of over 70% in size; inactives centre near 23
Target sequence (P83916 whole entry, looked up): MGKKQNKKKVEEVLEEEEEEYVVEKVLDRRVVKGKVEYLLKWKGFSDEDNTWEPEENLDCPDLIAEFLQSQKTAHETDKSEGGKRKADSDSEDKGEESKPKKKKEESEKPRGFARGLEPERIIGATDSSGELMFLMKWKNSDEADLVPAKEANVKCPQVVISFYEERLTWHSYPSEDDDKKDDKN
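AlphaScreen: HP1-beta (50 nM) preformed 30 min with biotin-H3(1-18)K9me3 peptide (50 nM) in PBS pH 7.4, 0.01% Tween-20. Compound added for 30 min at RT, then streptavidin donor/nickel chelate acceptor beads (10 ug/mL) for 30 min.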
PI4K2A block: qHTS for small molecular inhibitors of PI4K2A. AID 1346378, 2018. activity change, negative = inhibition, % at 76.9 µM. Phosphatidylinositol 4-kinase type 2-alpha (Homo sapiens), Q9BTU6. purified PI4K2A, ADP-Glo luminescence, 1 h; hits give low values. 420,000 tested, 0.13% active; in the data active means activity change below about -50%; inconclusive means mostly about -30% to -49%;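 further: -100% = wells without enzyme as full effect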
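ADP-Glo luminescence measured ADP generated by PI4K2A enzyme (4 ug/mL before mixing) with 1.2 mM PI substrate (pre-mix) and 300 microM ATP (pre-mix). Tris pH7.5 buffer with MgCl2, Triton X-100; 1 h reaction at ambient temperature.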
mIDH1 inhibitor: qHTS for Inhibitors of mutant isocitrate dehydrogenase 1 (IDH1): qHTS; 390,000 tested, 0.093% active; IDH1-R132H enzyme, NADPH consumption, diaphorase/resazurin fluorescence; Potency, µM (titrated, usually from 76.6 µM), for inactives: at the highest dose activity change, negative = inhibition, most hits filed as inhibitors; Isocitrate dehydrogenase [NADP] cytoplasmic (Homo sapiens), O75874; further: potency means the concentration at half of the fitted maximal effect; on the % scale 0 is the no-effect control and ±100 the full control effect; nearly all actives have a fitted effect of over 65% in size
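IDH1-R132H (0.5 ug/mL dispensed) in pH 7.5 Tris buffer was preincubated 30 min with compound, then given a substrate mix of 0.016 mM NADPH and 2 mM alpha-KG for 80 min at room temperature; remaining NADPH was read by diaphorase/resazurin fluorescence.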
USP1 inh: Inhibitors of USP1/UAF1: Primary Screen; Ubiquitin carboxyl-terminal hydrolase 1 (Homo sapiens), O94782; recombinant USP1/UAF1, Ub-Rhodamine cleavage fluorescence; Potency, µM (highest dose often 57.1 µM), inactives show at the highest dose activity change, negative = inhibition, usual class: inhibitors; 390,000 tested, 0.23% active; AID 743255, 2014; further: potency means the concentration at half of the fitted maximal effect; on the % scale 0 is the no-effect control and ±100 the full control effect; nearly all actives have a fitted effect of over 60% in size; inactives centre near -12
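In this screen, compounds sit with the deubiquitinase complex (1nM) for 15 min at room temperature before Ub-Rho is added at 150nM final. Fluorescence rise is then followed for 6 reads every 60 seconds.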
rTrxR1 inhibitor: qHTS Assay for Inhibitors of Mammalian Selenoprotein Thioredoxin Reductase 1 (TrxR1): qHTS. recombinant rTrxR1, NADPH fluorescence consumption, selenite substrate. Thioredoxin reductase 1, cytoplasmic (Rattus norvegicus), O89049. AID 588453, 2011. 390,000 tested, 1% active. Potency, µM (top dose mostly 114 µM), without a hit: at the top dose activity change, negative = inhibition, usual class: inhibitors; further: potency means the concentration at half of the fitted maximal effect; on the % scale 0 is the no-effect control and ±100 the full control effect; nearly all actives have a fitted effect of over 65% in size
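Rat TrxR1 (90 nM in the dispensed reagent) was pre-reduced with 400 uM NADPH for 5 min at room temperature, then incubated with compound for 15 min. After 400 uM selenite was added, NADPH fluorescence (Ex 340/Em 450 nm) was followed for 8 min.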
Pin1 inhibitor: qHTS Assay to Find Inhibitors of Pin1; Pin1 FP peptide displacement, HiFluor488, 10 min; 390,000 tested, 0.009% active; Peptidyl-prolyl cis-trans isomerase NIMA-interacting 1 (Homo sapiens), Q13526; Potency, µM (titrated, usually from 115 µM), for the others: at the highest dose activity, negative = inhibition, actives largely listed as inhibitors; AID 504891, 2011; active means well fitted inhibition curve with a large enough effect in the polarisation, with a control signal flat, not every such curve was filed as active; inconclusive means small, poorly fitted or top-dose-only effect, or effect the other way, or a change in a side signal; inactive means no such curve, though single readings can be large or run the other way; the % refers to the polarisation; further: potency means the concentration at half of the fitted maximal effect; on the % scale 0 is the no-effect control and ±100 the full control effect
Target sequence (Q13526 whole entry, looked up): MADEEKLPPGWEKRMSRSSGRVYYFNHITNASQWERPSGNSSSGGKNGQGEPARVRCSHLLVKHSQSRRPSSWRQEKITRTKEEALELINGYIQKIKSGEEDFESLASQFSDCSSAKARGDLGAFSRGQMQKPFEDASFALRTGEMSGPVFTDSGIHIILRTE
* = called active by the depositor; i = inactive; ? = inconclusive; / = no result given; [ ] = another dose, or the depositor's remark. Unless noted, the call rests on the fitted dose curve; in most records, active means well fitted curve in the direction sought with a large enough effect; inconclusive means small, poorly fitted or top-dose-only effect, or another doubt; inactive means no such curve, though single readings can be large; an effect the other way counts as inactive or inconclusive.

HP1b chromo inh,USP1 inh,TrxR1 substrate,GLS inh,Pin1 inhibitor,mIDH1 inhibitor,PI4K2A block,Tb PGK inh,rTrxR1 inhibitor,smiles
?,?,-15.2%,1.4%,?,-2.7%,-0.9,-17.1%,-40.8%,CC(C)c1ccc(Nc2nnc(SCC(=O)c3nnc(-c4ccccc4)o3)s2)cc1
-9.3%,-7.2%,-6.3%,-0.9%,-0.4%,4.2%,-1.3,-2.0%,10.7%,CCN(CC(=O)Nc1ccccc1C(F)(F)F)C(=O)c1cc2c(s1)CCCCC2
34.4%,-9.4%,-21.3%,-8.7%,10.2%,-0.3%,-26.1,-3.5%,-17.3%,CCOc1cc(/C=C/c2cccc[n+]2C)ccc1O
/,?,/,6.5%,/,2.3%,-22.1,5.1%,/,O=S(=O)(O)Sc1ccccc1
18.3%,-10.1%,1.4%,4.5%,-6.5%,0.9%,-1.9,1.8%,9.3%,Cc1cc(C(=O)Nc2nc(C)c(C(=O)N(C)C)s2)ccc1[N+](=O)[O-]
4.6%,0.2%,13.7%,-12.5%,-1.5%,3.2%,-6.6,i,45.1%,O=C(CC1(O)C(=O)Nc2ccccc21)c1ccccc1 (configuration not stated)
25.5%,-12.0%,39.5%[activator],2.0%,-0.1%,-6.1%,3.2,-5.4%,43.8%[activator],CC(=O)Nc1ccc(NC(=O)c2oc3cc(C)c(C)cc3c2C)cc1
-12.4%,-20.5%,10.3%,10.6%,-17.1%,2.5%,-7.5,10.6%,9.1%,Cc1ccc2c(c1)c1c(n2CC(O)CNC(C)(C)C)CCCC1 (configuration not stated)
30.6%,-18.5%,-1.7%,29.1%,-0.8%,-24.6%,-17.4,16.6%,5.2%,O=C(COc1ccc([N+](=O)[O-])cc1)NNC(=O)Nc1ccccc1F
14.4%,-17.0%,-0.7%,27.8%,-4.9%,5.5%,2.2,i,-9.4%,Cc1noc(C)c1S(=O)(=O)N1CCC(C(=O)N2CCN(c3ccc(F)cc3)CC2)CC1
16.6%,-22.1%,3.3%,-8.1%,1.3%,2.6%,-2.0,6.1%,11.2%,O=C(NC1CC1)c1sc2ccccc2c1Cl
61.9%[activator],-22.2%,8.9%,0.3%,-4.2%,2.8%,-1.7,-2.8%,29.3%,O=C(CCN1C(=O)C2C3CCC(C3)C2C1=O)Nc1ccccc1C(F)(F)F (configuration not stated)
33.0%[activator],-21.5%,4.6%,4.8%,-4.0%,-0.9%,3.1,0.8%,16.0%,COc1cccc(NC(=O)CSc2nnc(C)s2)c1
34.1%,-12.0%,4.1%,8.2%,-2.0%,2.5%,-4.5,-10.2%,-18.4%,CNC(=S)Nc1cccc(-c2cnc3ccccc3n2)c1
43.9%[activator],3.5%,5.4%,3.8%,-8.2%,6.9%,2.1,5.1%,10.6%,O=C(Nc1cccc(S(=O)(=O)N2CCCCC2)c1)c1ccc(N2CCCC2=O)cc1

Grouped by structure, the compounds so far with a thiophene ring, fused or not (2)
HP1b chromo inh,USP1 inh,TrxR1 substrate,GLS inh,Pin1 inhibitor,mIDH1 inhibitor,PI4K2A block,Tb PGK inh,rTrxR1 inhibitor,smiles
-9.3%,-7.2%,-6.3%,-0.9%,-0.4%,4.2%,-1.3,-2.0%,10.7%,CCN(CC(=O)Nc1ccccc1C(F)(F)F)C(=O)c1cc2c(s1)CCCCC2
16.6%,-22.1%,3.3%,-8.1%,1.3%,2.6%,-2.0,6.1%,11.2%,O=C(NC1CC1)c1sc2ccccc2c1Cl

Carrying on.
HP1b chromo inh,USP1 inh,TrxR1 substrate,GLS inh,Pin1 inhibitor,mIDH1 inhibitor,PI4K2A block,Tb PGK inh,rTrxR1 inhibitor,smiles
41.1%[activator],-18.9%,1.0%,0.0%,-1.5%,-1.7%,-0.6,-9.3%,8.6%,Cc1noc(C)c1S(=O)(=O)N(CC(=O)N1CCc2ccccc21)c1ccc(C(C)C)cc1
50.2%[activator],-6.3%,22.6%,-3.5%,4.1%,-19.0%,-4.8,-0.7%,20.5%,Cc1cccc(S(=O)(=O)NNC(=O)c2cc(-c3ccc(F)cc3)nc3ccccc23)c1
-8.8%,-10.2%,11.3%[57.1 µM],-3.5%,7.6%,5.2%,2.0,-9.4%,15.8%[57.1 µM],CC(C)(C)c1csc(NC(=O)c2ccc3nccnc3c2)n1
-16.5%,-30.0%,2.7%[57.1 µM],11.2%,-8.8%,7.6%,-2.2,-8.6%,18.3%[57.1 µM],Cc1ccc(Cn2c(CN3CCC(C(=O)NCc4cccnc4)CC3)cc3ccccc32)cc1
30.1%,-2.5%,60.1%,6.0%,2.5%,11.2%,-3.3,i,18.4%[57.1 µM],CN(C)/C=N/c1nccc(-c2cccs2)n1
18.6%,-19.5%,16.8%[57.1 µM],-4.0%,-1.4%,0.2%,5.9,i,14.6%[57.1 µM],Fc1ccc(NC(=S)NC2CC3CCC(C2)N3Cc2ccco2)cc1 (configuration not stated)
26.7%,-21.7%,-0.9%,-1.8%,-1.7%,6.0%,0.2,-3.3%,3.5%,CCOC(=O)C1(Cc2cccc(OC)c2)CCN(Cc2ccc3c(c2)OCCO3)CC1
33.2%,-13.7%,8.8%[0.0914 µM],1.9%,-3.1%,3.7%,-2.3,-2.9%,7.2%,Cc1cc(C)nc(Nc2n[nH]c(-c3ccccc3Cl)n2)n1
42.4%[activator],-18.1%,2.2%,-8.5%,2.2%,2.8%,9.3,-5.6%,9.4%,Cc1ccc(C)c2nc(Cl)c(C3NC(=O)c4ccccc4N3)cc12 (configuration not stated)
-25.8%,-8.1%,-7.5%,31.9%,4.0%,6.3%,-4.1,-4.9%,16.8%,COc1ccc(N2CCN(c3nc(Cl)nc(N4CCOCC4)n3)CC2)cc1
38.3%,-2.9%,15.6%[57.1 µM],0.8%,5.5%,-2.4%,-2.4,-4.6%,-8.3%,COC(=O)c1scc(C)c1NC(=O)/C=C/C(=O)O
29.4%,6.8%,1.8%,1.5%,-0.6%,17.3%,10.3,-6.4%,1.6%,COC(=O)C(Cc1c[nH]c2ccccc12)NC(=O)COc1cccc(C)c1 (configuration not stated)
73.0%[activator],-24.5%,3.0%,3.7%,-1.7%,12.6%,5.3,-7.3%,13.4%,CC12CCC(C/C1=N\OC(=O)c1ccc(F)cc1)C2(C)C (configuration not stated)
41.1%[activator],-23.8%,-1.1%[57.1 µM],-7.1%,12.3%,-11.2%,3.7,0.2%,10.8%[57.1 µM],Cc1ccc(C)c(CN2C(=O)c3ccccc3S(=O)(=O)c3ccc(C(=O)OCC4CCCO4)cc32)c1 (configuration not stated)
24.3%,-17.8%,-5.0%,/,12.9%,0.5%,-6.1,-9.9%,1.1%,CC1(C)Cc2c(ccc3ccccc23)C(c2cc3ccccc3oc2=O)=N1
48.3%[activator],-15.9%,-3.9%,3.6%,11.1%,7.6%,2.7,-5.3%,2.1%,COc1ccccc1NS(=O)(=O)c1ccc2oc(SC3CCOC3=O)nc2c1 (configuration not stated)
23.3%,-9.7%,-1.1%,-4.9%,1.7%,-4.2%,6.9,-9.9%,8.6%,COc1ccc(CCC(=O)NCCNC(=O)CCc2ccc(OC)cc2)cc1
75.6%[activator],-4.5%,-2.4%[57.1 µM],-0.3%,0.1%,5.7%,-4.3,2.3%,9.8%[57.1 µM],O=C(NCc1ccc2c(c1)OCO2)c1sccc1Br
28.3%,-26.8%,-0.6%,3.8%,2.4%,-12.7%,-0.8,6.2%,13.4%,Cc1ccc(NC(=O)C2CCCN2S(=O)(=O)c2cccc3cccnc23)cc1C (configuration not stated)
47.3%,-17.9%,0.7%,19.0%,-0.9%,10.9%,9.8,8.6%,-2.1%,O=S(=O)(NCc1ccc2c(c1)OCO2)c1cccc2cccnc12
36.3%,-15.9%,-0.8%,-8.8%,?,0.0%,6.1,-3.6%,-4.1%,CCC(=O)Nc1nc2ccc(NC(=O)COc3ccccc3)cc2s1

This is a subset; the hit share may differ from the screen's.
